From PubChem
RXFP1 agonist: qHTS Assay for Agonists of the Relaxin Receptor RXFP1; Potency, µM (series often up to 57.5 µM), inactives show top-dose activation, actives largely listed as activators; 370,000 compounds, 0.3% hits; AID 2676, 2010; HEK293T-RXFP1 cAMP TR-FRET, 30 min; response scale: percent of porcine relaxin response, buffer zero; also: potency is read from the fitted curve at half-maximal effect; % is scaled to controls: 0 for no effect and ±100 for the full control effect; nearly all actives have a fitted effect of over 60% in size; many of its hits are not listed in these tables
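HEK293 cells stably expressing RXFP1, treated 30 min at 37C with compounds plus PDE4 inhibitor Ro 20174; cAMP measured by HTRF TR-FRET. Normalized to buffer and 29 nM porcine relaxin; EC50 by Hill fit.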
D1 ag: Allosteric Agonists of the Human D1 Dopamine Receptor: qHTS; HEK293 T-REx D1 cells, calcium flux, agonist mode; D(1A) dopamine receptor (Homo sapiens), P21728; activation, % at 2 µM; 360,000 compounds, 1% hits; AID 504660, 2011; in the data active = activation above about 30%; also: 0% is about no effect
Target sequence (P21728 whole entry, looked up): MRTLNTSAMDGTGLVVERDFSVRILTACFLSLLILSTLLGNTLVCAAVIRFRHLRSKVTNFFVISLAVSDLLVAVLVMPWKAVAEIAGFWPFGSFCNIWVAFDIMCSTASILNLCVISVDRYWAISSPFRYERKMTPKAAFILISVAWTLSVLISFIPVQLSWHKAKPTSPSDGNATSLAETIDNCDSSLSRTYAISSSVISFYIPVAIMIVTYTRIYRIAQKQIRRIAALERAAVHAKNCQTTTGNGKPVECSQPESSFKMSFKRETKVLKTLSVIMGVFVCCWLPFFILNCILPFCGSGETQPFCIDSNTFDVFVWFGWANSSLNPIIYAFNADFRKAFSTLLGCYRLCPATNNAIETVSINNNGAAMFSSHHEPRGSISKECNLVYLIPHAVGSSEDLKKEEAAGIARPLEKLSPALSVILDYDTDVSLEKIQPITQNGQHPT
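Tetracycline-induced HEK293 TREx D1 cells, force-coupled to calcium signalling, were dye-loaded with a no-wash calcium kit. Compound was pin-added after a 10 s baseline. Fluorescence was read kinetically at 1 cycle/s for 180 s, with calcium rises flagged as agonism.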
D1 potentiator: Potentiators of Human D1 Dopamine Receptor: qHTS | D(1A) dopamine receptor (Homo sapiens), P21728 | HEK293 TREx D1 cells, calcium flux, dopamine EC20 potentiation | potentiation, % at 10 µM | 360,000 compounds, 0.036% hits | AID 504651, 2011; in the data active = potentiation above about 30%; also: 0% is about no effect
Vif-APOBEC3G blk: qHTS for Inhibitors of Vif-A3G Interactions: qHTS; DNA dC->dU-editing enzyme APOBEC-3G (Homo sapiens), Q9HC16; HeLa A3G-eYFP + Vif (tagged APOBEC3G with the HIV-1 protein that degrades it), YFP fluorescence, overnight; Potency, µM (titrated, usually from 46.1 µM), for inactives: at the highest dose activity, negative = active, actives largely listed as inhibitors; 410,000 compounds, 0.076% hits; AID 602310, 2012;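 also: potency is read from the fitted curve at half-maximal effect; % is scaled to controls: 0 for no effect and ±100 for the full control effect; nearly all actives have a fitted effect of over 60% in size; hits raise eYFP signal because A3G escapes Vif-driven loss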
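Read-out is eYFP fluorescence (Ex 488/Em 500-530) from Vif-expressing HeLa A3G-eYFP cells; more signal means A3G escaped Vif-mediated degradation. Cells plated overnight, compound pinned in, incubated overnight at 37 deg C.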
Glioma ERSR ind: qHTS for Inducers of the Endoplasmic Reticulum Stress Response (ERSR) in Human Glioma: qHTS | U87-MG GRP78 promoter luciferase reporter, 16 h | Potency, µM, for the others: top-dose activation, most hits filed as activators | 420,000 compounds, 0.02% hits; also: potency is read from the fitted curve at half-maximal effect; series mostly up to about 76 µM; % of control where 0% means no effect; nearly all actives have a fitted effect of over 35% in size
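Stably transfected U87-MG human glioma cells carrying a GRP78-based luminescent sensor were seeded at 1000 cells/well, pin-dosed with compounds and incubated 16 h. Luciferase reagent was then added, and end-point luminescence was read after 10 min at room temperature.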
D2 potentiator: HTS Assay for Positive Allosteric Modulators of the Human D2 Dopamine Receptor: Primary Screen for Potentiators | D(2) dopamine receptor (Homo sapiens), P14416 | HEK293 T-REx D2, calcium flux, EC20 dopamine potentiation | potentiation, % at 10 µM | 340,000 compounds, 0.34% hits;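 active = potentiation over 3 SD above the plate norm, cut at about 30% in these data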; also: 0% is about no effect
Target sequence (P14416 whole entry, looked up): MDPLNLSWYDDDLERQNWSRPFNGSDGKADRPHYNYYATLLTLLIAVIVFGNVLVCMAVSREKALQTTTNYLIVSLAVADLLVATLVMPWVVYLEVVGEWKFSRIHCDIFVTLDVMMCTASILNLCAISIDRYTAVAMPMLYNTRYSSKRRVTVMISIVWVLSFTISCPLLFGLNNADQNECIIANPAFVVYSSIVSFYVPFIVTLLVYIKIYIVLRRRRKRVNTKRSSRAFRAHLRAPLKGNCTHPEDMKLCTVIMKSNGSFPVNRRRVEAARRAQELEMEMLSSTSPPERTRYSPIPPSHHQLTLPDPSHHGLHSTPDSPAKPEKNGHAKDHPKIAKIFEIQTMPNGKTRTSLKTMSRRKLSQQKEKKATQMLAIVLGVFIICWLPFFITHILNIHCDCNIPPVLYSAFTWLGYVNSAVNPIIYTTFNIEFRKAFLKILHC
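Calcium flux readout, no-wash dye, 1 read/s. Inducible HEK293 Trex D2 line, overnight 30 C. Compound alone 180 s (agonist flags), then EC20 dopamine, another 180 s to score potentiation.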
LDHA inh: qHTS assay for inhibitors of human lactate dehydrogenase; L-lactate dehydrogenase A chain (Homo sapiens), P00338; purified LDHA, NADH/diaphorase-resazurin fluorescence; hits give low values; activity change, % (values are at about 110 or 230 µM); 480,000 compounds, 0.15% hits; AID 1347041, 2019; in the data active = activity change below about -30%; inconclusive = mostly about -25% to -30%;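 also: plate controls were DMSO wells for no effect and wells without enzyme for full effect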
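Resorufin fluorescence (ex540/em590), read at 0 and 20 min after diaphorase/resazurin addition, reports the NADH left after a 5 min room-temperature reaction of 2 nM human LDH5 with 0.06 mM NADH and 0.2 mM pyruvate.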
D1 antagonist: Antagonist of Human D 1 Dopamine Receptor: qHTS; activity change, negative = inhibition, % at 10 µM; AID 504652, 2011; D(1A) dopamine receptor (Homo sapiens), P21728; 360,000 compounds, 3.2% hits; HEK293 TREx D1 cells, calcium flux, dopamine EC80; hits give low values; in the data active = activity change below about -30%; also: % is scaled to controls: 0 for no effect and ±100 for the full control effect
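Inducible Hek293 Trex D1 cells (tetracycline, overnight, 30 C). Calcium dye 30–90 min RT. Antagonist mode: EC80 dopamine added after 180 s compound read.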
Vif-APOBEC3F blk: qHTS for Inhibitors of Vif-A3F Interactions: qHTS; 390,000 compounds, 0.2% hits; AID 602313, 2012; HeLa A3F-eYFP + Vif (tagged APOBEC3F with the HIV-1 protein that degrades it), YFP fluorescence increase; Potency, µM (doses to about 46.1 µM), without a hit: at the highest dose activity, negative = active; also: potency is read from the fitted curve at half-maximal effect; % of control where 0% means no effect; nearly all actives have a fitted effect of over 65% in size
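Fluorescence increase (Ex 488/Em 500-530) after overnight compound treatment at 37 deg C flags inhibition of Vif-driven A3F-eYFP loss in stable HeLa A3F-eYFP/Vif cells seeded overnight beforehand.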
Starred values were filed as active, the others as inactive; ? = inconclusive; / = not tested or not shown; & = joins results of further samples. Unless noted, calls follow the shape of the dose curve; as a rule, active = well fitted curve in the direction sought with a large enough effect; inconclusive = small, poorly fitted or top-dose-only effect, or another doubt; inactive = no such curve, though single readings can be large; an effect the other way counts as inactive or inconclusive. The list is partial; count on the stated rates, not on these rows.

Second line of a record – RXFP1 agonist | D1 ag | D1 potentiator | Vif-APOBEC3G blk | Glioma ERSR ind | D2 potentiator | LDHA inh | D1 antagonist | Vif-APOBEC3F blk
- Cc1cc(C)n2nc(C(=O)OCC(=O)NNC(=O)c3ccc(Cl)cc3)nc2n1
    0.0% | 1 | 1 | 1% | -2% | -1 | -2 | -10 | -9%
- CCOC(=O)c1c(C)[nH]c(C)c1C=O
    -0.4% | 1 | 0 | -8% | -3% | -4 | -1 | 8 | 10%
- CCN(CC)CCCN=C1N[C@@H](c2cccc(F)c2)C(C(=O)OC)=C(C)N1Cc1ccccc1
    / | / | / | 4% | -8% | / | -16 | / | 9%
- Nc1ccc(S(=O)(=O)NN=Cc2ccccc2[N+](=O)[O-])cc1
    / | / | / | -5% | -2% | / | -1 | / | -12%
- COCC(=O)Nc1ccc(C(C)C)cc1
    0.7% | -2 | -6 | 1% | -5% | -8 | -10 | 11 | -5%
- CCCCCNC(=O)c1cc2c(=O)n3ccccc3nc2n1C
    6.9% | 0 | -1 | -4% | 1% | -7 | -5 | 4 | 4%
- C=CCn1c2ccccc2c(=O)c2cc(C#Cc3cc(OC)cc(OC)c3)ccc21
    4.1% | 4 | -1 | 2% | -2% | -3 | 0 | / | -5%
- CCN(CCn1cccn1)C(=O)C1CCC(=O)N(CC2CCCCC2)C1 (centres undefined)
    0.4% | 10 | -1 | -5% | -5% | -5 | -2 | 8 | 4%
- NNC(=O)c1nnn(-c2nonc2N)c1CN1CCCC1
    1.0% | 1 | -7 | 0% | 0% | 11 | -4 | -14 | 3%
- CCCCn1c(=O)[nH]c(=O)c2c1nc(-c1ccccc1F)n2Cc1ccccc1
    1.4% | 0 | -6 | -4% | -2% | 18 | -4 | 15 | -11%
- COc1ccc2oc(-c3ccc(C)c(NC(=O)CSc4ccc(Cl)cc4)c3)nc2c1
    1.1%&-1.7% | 0&5 | 5&-2 | -2%&1% | 2%&1% | -1&11 | -3&-16 | 2&19 | 2%&-1%
- CCNC(=O)CN1C(=O)NC2(CCCc3cc(OC)ccc32)C1=O (centres undefined)
    -0.4% | 2 | -2 | 1% | -4% | 14 | -5 | -7 | -2%
- O=C1CCCCC1Nc1ccc(Br)cc1 (centres undefined)
    / | / | / | -1% | -2% | / | -9 | / | -7%
- CNC(=O)CSc1nnc(-c2cccs2)o1
    1.1% | 0 | 0 | -2% | -4% | -5 | -2 | -2 | 9%
- CCc1ccccc1NC(=O)N1CCc2cc(OC)c(OC)cc2C1CC(=O)OC (centres undefined)
    2.2% | -2 | 1 | 10% | -3% | 7 | -8 | -26 | -1%
- COc1ccc(-c2noc(CSCC(=O)Nc3cc(OC)c(OC)c(OC)c3)n2)cc1OC
    0.3% | 0 | 1 | 10% | -1% | -14 | 0 | -9 | 0%
- O=C(N/C(=C\c1ccco1)C(=O)N1CCCCC1)c1ccc([N+](=O)[O-])cc1
    / | / | / | 0% | -3% | / | -9 | / | -1%
- COC(=O)c1ccc(-c2nc(CN3CCN(Cc4cccc(C)c4)CC3)c(C)o2)cc1
    0.5% | -3 | -7 | 3% | -1% | / | 1 | 46 | 10%
- C=C(C)CN(CC)CCC(=O)Nc1ccc(OC)cc1OC
    -0.9% | 3 | -8 | -3% | -3% | -11 | -3 | 20 | -5%
- CN(C)c1oc(-c2ccccc2Cl)nc1S(=O)(=O)c1ccccc1
    1.3% | 10 | / | -2% | -1% | -3 | 0 | 11 | 1%
- COc1cccc(NC(=O)Nc2ccc(C)c(Cl)c2)c1
    0.0% | 14 | -12 | 2% | 6% | 4 | -1 | -18 | -11%
- COc1ccc(-c2nnc(SCC(=O)N3CCc4ccccc43)o2)cc1OC
    ? | 0 | -1 | 2% | 1% | 13 | -3 | 5 | 5%
- COC(=O)C1=C(C)N(C)C(=O)NC1c1c(OC)ccc2ccccc12 (centres undefined)
    0.1% | 0 | -3 | 0% | -4% | -5 | -2 | -3 | 9%
- COC(=O)c1ccccc1NC(=O)Cn1cnc2c(cnn2-c2ccc(C)c(C)c2)c1=O
    / | / | / | 1% | -2% | / | -7 | / | 1%
- Nc1cnn(C2OC(CO)C(O)C2O)c(=O)n1 (centres undefined)
    -1.3% | -2 | -3 | 1% | -2% | 8 | -11 | 33 | 8%
- COC(=O)Cc1ccc(NC(=S)N2CCN(c3ccc(OC)cc3)CC2)cc1
    -1.0% | 7 | -8 | 0% | -2% | 5 | -3 | -23 | -10%
- COc1ccc(CCNC(=O)C2CCN(S(=O)(=O)N3CCOCC3)CC2)cc1OC
    0.0% | 1 | 0 | -1% | -3% | 3 | -3 | 7 | 2%
- COc1ccccc1CNC(=O)C1CCN(C(=O)[C@@H]2Cc3ccccc3CN2)CC1
    1.6% | 6 | -5 | 2% | -5% | -8 | -2 | -10 | 3%
- CC(C)CC(c1nnnn1C(C)C)N1CCN(c2ccccc2)CC1 (centres undefined)
    1.6% | 3 | -5 | -2% | -3% | 1 | -4 | -3 | -4%
- CCOC(=O)N1CCC(N(CCN(C)C)C(=S)Nc2cc(C)cc(C)c2)CC1
    0.0% | 2 | -2 | 3% | -2% | -9 | -8 | 6 | ?

(continued)
Second line of a record – RXFP1 agonist | D1 ag | D1 potentiator | Vif-APOBEC3G blk | Glioma ERSR ind | D2 potentiator | LDHA inh | D1 antagonist | Vif-APOBEC3F blk
- Cc1ccc(CN2CCC(n3nccc3NC(=O)C3CCOC3)CC2)cc1 (centres undefined)
    -0.6% | 4 | -2 | -3% | -3% | -4 | 0 | 2 | -11%
- CC(=NC1CCCCC1)C1=C(O)c2ccccc2C1=O
    0.3% | 1 | -6 | -1% | 4% | -6 | 1 | -9 | 7%
- CC(C)n1ncc2c(C(=O)N3CCN(c4ccccc4)CC3)cc(-c3ccccc3)nc21
    1.3% | 1 | 1 | -6% | 0% | 16 | -3 | 5 | -2%
- Cc1ccc(O)c(-c2n[nH]c3c2C(c2ccc(F)cc2)N(Cc2ccco2)C3=O)c1 (centres undefined)
    -0.5% | -1 | 5 | -16% | -10% | -1 | -4 | 3 | 5%
- O=C(Cn1cc([N+](=O)[O-])cn1)NCCc1nc2ccccc2[nH]1
    4.2% | 5 | -8 | 1% | -4% | 4 | -2 | -19 | -22%
- O=C(NCc1ccccn1)C(=O)NCC(c1ccco1)N1CCOCC1 (centres undefined)
    0.3% | 3 | -6 | -1% | 0% | 9 | -1 | 8 | 13%
- Cc1ccnc(NS(=O)(=O)c2ccc(NS(=O)(=O)c3ccc(Br)cc3)cc2)n1
    1.9% | 0 | -4 | -5% | -5% | 0 | -10 | 7 | -3%
- CCCOC(=O)c1cc(NC(=O)/C=C/c2ccccc2)ccc1O
    2.8% | 9 | -6 | / | / | 5 | / | -21 | /
- CCc1ccc(Sc2cc(C(=O)NCc3cccc(OC)c3)c3ccccc3n2)cc1
    4.9% | 13 | -2 | 2% | -3% | 5 | 2 | -32* | 10%
- Cc1cccc(N2CC(C(=O)Nc3nnc(SCCC4OCCO4)s3)CC2=O)c1 (centres undefined)
    0.8% | 2 | -1 | 0% | -2% | 16 | -3 | 8 | -4%
- CC(C)[C@H](NS(=O)(=O)c1ccccc1)C(=O)OCc1cc([N+](=O)[O-])cc2c1OCOC2
    / | / | / | 3% | -1% | / | 3 | / | 0%
- CN(CC(=O)Nc1ccccc1Cl)C(=O)c1cc(-c2cccs2)nn1-c1ccccc1
    10.0% | 1 | -10 | -4% | -4% | 2 | -5 | -10 | -12%
- NNC(=O)c1cc(O)c(O)c(O)c1
    -11% | -1 | -11 | 0% | -4% | -7 | 8 | -36* | -3%
- COc1ccc(S(=O)(=O)N2CCOCC2)cc1NC(=O)COc1ccc(C)cc1
    / | / | / | -6% | -3% | / | 4 | / | -8%
- CCOC(=O)Cn1c(-c2ccc(Cl)nc2)nc2ccccc21
    2.9% | 0 | -12 | 1% | 1% | -6 | 6 | 10 | -4%
- CCC(C)[C@H](NC(=O)N1CC(=O)Nc2ccccc21)C(=O)N[C@H](Cc1ccccc1)C(=O)O (some centres undefined)
    1.0% | 1 | 7 | 0% | 0% | -10 | -2 | -11 | -2%
- C#CCNC(=O)C1=C[C@@H](c2ccccc2)[C@H](CCCO)[C@@H](OCC)O1
    0.2% | -3 | -2 | -19% | -3% | 13 | -3 | 6 | -2%
- O=C(c1cc(-c2ccc(Br)cc2)n[nH]1)N1CCN(C(=O)c2ccccc2Br)CC1
    0.6% | 3 | -3 | 1% | -3% | -15 | -4 | 15 | 9%

In the list so far, these contain bromine:
Second line of a record – RXFP1 agonist | D1 ag | D1 potentiator | Vif-APOBEC3G blk | Glioma ERSR ind | D2 potentiator | LDHA inh | D1 antagonist | Vif-APOBEC3F blk
- O=C1CCCCC1Nc1ccc(Br)cc1 (centres undefined)
    / | / | / | -1% | -2% | / | -9 | / | -7%
- Cc1ccnc(NS(=O)(=O)c2ccc(NS(=O)(=O)c3ccc(Br)cc3)cc2)n1
    1.9% | 0 | -4 | -5% | -5% | 0 | -10 | 7 | -3%
- O=C(c1cc(-c2ccc(Br)cc2)n[nH]1)N1CCN(C(=O)c2ccccc2Br)CC1
    0.6% | 3 | -3 | 1% | -3% | -15 | -4 | 15 | 9%

Single entries from above:
Reading for CC(=NC1CCCCC1)C1=C(O)c2ccccc2C1=O in D1 antagonist: -9
Reading for CCOC(=O)Cn1c(-c2ccc(Cl)nc2)nc2ccccc21 in Glioma ERSR ind: 1%
